Source: PubChem BioAssay (Broad Institute)
ERAP1 HTS inh: inhibitors of human ERAP1 aminopeptidase; hit rate 0.15% among 340,000; Q9NZ08; inhibition, % at 10.7 µM; AID 652197; recombinant ERAP1, Leu-AMC fluorescence, 60 min;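 active = mean replicate inhibition of at least 30%, or all replicates individually reaching that 30% level; inactive = mean below 30% and not every replicate reaching it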;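 note: 0% = neutral control wells and 100% = L-leucinethiol positive control wells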
SIRT5 block: sirtuin-5 (human) deacylase inhibition. Q9NXA8. hit rate 1.1% among 330,000. Purified SirT5, succinyl-peptide AMC, trypsin-coupled fluorescence. inhibition, % at 15 µM; in the data active = inhibition above about 15%; inconclusive = no clear call, values can overlap the other calls
Target sequence (Q9NXA8 whole entry, looked up): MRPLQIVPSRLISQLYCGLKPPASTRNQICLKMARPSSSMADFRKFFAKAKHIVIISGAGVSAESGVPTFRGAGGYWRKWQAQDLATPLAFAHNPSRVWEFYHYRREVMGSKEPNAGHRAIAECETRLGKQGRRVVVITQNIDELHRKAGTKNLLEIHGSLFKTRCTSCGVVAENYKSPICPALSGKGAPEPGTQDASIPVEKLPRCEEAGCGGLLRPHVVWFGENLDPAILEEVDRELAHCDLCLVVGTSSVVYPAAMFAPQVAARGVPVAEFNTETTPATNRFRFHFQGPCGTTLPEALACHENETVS
ERp5 block: inhibitors of human ERp5 | Q15084 | hit rate 0.05% among 350,000 | ERp5 insulin aggregation, absorbance 650 nm, 90 min | inhibition, % at 9.99 µM;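 active = mean replicate inhibition above about 25%, with every replicate also reaching it, limit read from the data, passing the limit was not always enough; inconclusive = only one of those two criteria met; inactive = neither criterion met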
Target sequence (Q15084 whole entry, looked up): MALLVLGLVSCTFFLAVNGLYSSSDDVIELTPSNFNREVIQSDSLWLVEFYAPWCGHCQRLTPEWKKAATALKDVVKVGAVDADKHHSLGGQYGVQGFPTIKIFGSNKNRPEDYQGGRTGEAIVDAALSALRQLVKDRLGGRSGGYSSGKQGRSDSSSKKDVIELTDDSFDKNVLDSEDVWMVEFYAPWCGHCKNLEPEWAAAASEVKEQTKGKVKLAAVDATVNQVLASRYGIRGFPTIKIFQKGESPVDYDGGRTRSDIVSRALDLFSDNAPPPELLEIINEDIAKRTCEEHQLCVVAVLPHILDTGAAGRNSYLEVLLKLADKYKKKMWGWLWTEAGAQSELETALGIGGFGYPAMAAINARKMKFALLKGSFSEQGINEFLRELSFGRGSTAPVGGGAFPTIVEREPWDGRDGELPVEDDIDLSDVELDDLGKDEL
miR-122 sensor: miR-122 inhibition in Huh7 cells. Huh7 miR-122 Renilla luciferase sensor, 48 h; neutral wells = 0, positive control = 100. activation (reporter increase), % at 12.5 µM. hit rate 0.3% among 340,000. AID 602342;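 active = mean replicate activation score at least 90 and every replicate individually at or above 90; inconclusive = only one of the two criteria met; inactive = neither criterion met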;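 note: higher luciferase means less miR-122 activity so hits act as miR-122 inhibitors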
DENV2 CPE: DENV2-induced cell death inhibition. DENV2-infected cells, cytopathic effect rescue, plate reader. CPE inhibition, % at 9.99 µM. hit rate 1.7% among 350,000; in the data active = CPE inhibition above about 20%, passing the limit was not always enough; inconclusive = no clear call, values can overlap the other calls; tested in BHK-21 cells;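 note: 0% = median of neutral control wells and 100% = median of positive control wells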
CASP6 VEID inh: caspase-6 (human) enzyme inhibition; purified caspase-6, Z-VEID-R110 cleavage fluorescence; inhibition, % at 12.5 µM; AID 686996; hit rate 0.53% among 350,000;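 active = mean inhibition across replicates at least about 35%, with every replicate also reaching that limit, limit read from the data; inconclusive = only one of the two criteria met; inactive = neither criterion met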;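 note: 0% = median of neutral control wells and 100% = no fluorescence left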
Target sequence (P55212 24-179 limits assumed): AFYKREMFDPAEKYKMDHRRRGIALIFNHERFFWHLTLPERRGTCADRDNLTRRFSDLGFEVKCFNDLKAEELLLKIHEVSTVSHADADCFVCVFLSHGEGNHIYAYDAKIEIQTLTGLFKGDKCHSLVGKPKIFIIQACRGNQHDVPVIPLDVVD
Target sequence (P55212 194-293 limits assumed): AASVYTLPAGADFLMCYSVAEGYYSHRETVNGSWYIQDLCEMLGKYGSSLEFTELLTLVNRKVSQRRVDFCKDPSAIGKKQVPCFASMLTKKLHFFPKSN
CFTR F508del cor: CFTR F508del correction in bronchial cells; CFBE cells, YFP halide quenching; stimulated with forskolin plus potentiator P3; % fluorescence drop versus neutral controls; activity (quench increase), % at 7.58 µM; hit rate 0.36% among 350,000;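 active = mean added fluorescence quench of at least 8% versus neutral control, with both replicates also reaching 8%; inconclusive = only one of the mean or replicate conditions met; inactive = mean below 8% and not both replicates reaching 8%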;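 note: cells transiently co-express mutant CFTR-F508del with the halide-sensitive YFP; corrector assay measuring rescue of mutant channel to the surface after 24 h compound exposure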
Starred values were filed as active, the others as inactive; ? = inconclusive; nt = not tested or not shown; & = joins results of further samples; ! = not confirmed by another sample; [ ] = remark or other dose.

SMILES	ERAP1 HTS inh	SIRT5 block	ERp5 block	miR-122 sensor	DENV2 CPE	CASP6 VEID inh	CFTR F508del cor
O=C(NC[C@H]1CC[C@H]2[C@H](CN2Cc2cc(-c3ccccc3)on2)O1)c1ccc2c(c1)OCO2	2.2	-2.2	-0.1	nt	1.8	1.3	-0.7
Cc1onc(-c2c(Cl)cccc2Cl)c1C(=O)NN1CCCCCC1	2.8	-2.4	4.4	0.8	-0.3	0.3	2.4
CC1CCCN(C(=O)C2CCN(c3nc(-c4ccccc4)nc4c3CCC4)CC2)C1 (stereo not given)	-3.2	-0.7	-1.4	-8.9	?	1.4	0.9
Cc1ccc(S(=O)(=O)N2CCN(C(=O)C3CCCC3)CC2)cc1C	0.8	0.4	1.7	nt	-0.5	3.5	0.2
NCCCCCc1cn([C@@H](CO)C(=O)NCCCCCCCCCCC(=O)N2CCNCC2)nn1	-3.1	-3.3	-2.1	-5.2	-2.9	-89.4	1.6
CCOC(=O)c1cc(CC)sc1/N=C/C1=C(O)CCCC1=O	2.6	-1.6	3.7	-0.5	-17.7	6.4	0.6
O=C(Nc1ccnn1C1CCN(CC2CC=CCC2)CC1)c1ccccc1Cl (stereo not given)	-1.4	0.2	-3.0	3.4	2.4	-3.2	2.1
CCn1nc(C)c(CNC(=O)CC2C(=O)NCCN2CC(C)(C)C)c1C (stereo not given)	16.2	-8.8	4.2	nt	12.8	-3.2	2.8
O=S(=O)(NCCc1ccc(F)cc1)c1cccc2cccnc12	-1.3	8.3	-3.1	47.6	9.7	-1.7	-3.2
O=C(C[C@@H]1C=C[C@H](NC(=O)CC2CC2)[C@@H](CO)O1)NCc1ccc(-c2ccccc2)cc1	0.2	2.0	-5.1	-20.7[16.7 µM]	6.8	0.5	-0.2
O=C(C[C@@H]1CC[C@@H]2[C@H](COC[C@@H](O)CN2CCC(F)(F)F)O1)NCc1ccc2c(c1)OCO2	-2.0	1.6	-3.3	-0.4[16.7 µM]	1.8	-0.8	1.6
CN(Cc1ccc(Cl)c(Cl)c1)C(=O)C1=CC=CN2CCS(=O)(=O)N=C12	-0.5	-3.5	-13.4	3.9	5.3	-4.3	1.5
CS(=O)(=O)Nc1ccc(C2=NN(S(C)(=O)=O)C(c3ccc4nccnc4c3)C2)cc1 (stereo not given)	4.6	1.6	-3.5	-6.8	nt	0.5	1.9
COCC(=O)Nc1ccc2c(c1)[C@@H]1C[C@@H](CC(=O)NCc3ccncc3)O[C@H](CO)[C@@H]1O2	1.0	3.4	-31.7	8.5[16.7 µM]	-1.7	-7.9	5.2
O=C(NCCN1CCC(n2c(=O)[nH]c3ccccc32)CC1)c1cc(F)cc(F)c1	-2.9	-4.6	-5.8	nt	6.0	-2.7	-4.0
CC1=CC2CC1C1C(=O)N(c3ccc(S(=O)(=O)Nc4nc(C)cc(C)n4)cc3)C(=O)C21 (stereo not given)	3.3	1.0	-4.2	14.7	-4.8	7.1	2.8
COc1ccc(C#Cc2ccc3c(c2)[C@H]2[C@H](CCN2C(=O)C2CC2)[C@@H](CO)N3)cc1	5.1	0.5	-1.8	-5.1[16.7 µM]	17.2	-1.5	-2.0
O=C(CNC(=O)OCc1ccccc1)OC(c1ccccc1)c1ccccc1	0.9	nt	-7.0	-2.6	-1.8	-5.0	0.1
Cc1ccc(NC(=S)N/N=C/c2c(C)nn(-c3ccccc3)c2N2CCCC2)cc1	0.8	1.2	-5.0	nt	-2.3	-1.5	-0.1
O=C(COC(=O)c1ccc2c(c1)OCO2)Nc1cccc(F)c1	-4.9	-0.3	0.4	-0.4	-3.4	-2.5	1.1
NC(=O)c1ccc(NC(=O)CSc2nnc(C3CC3)n2C2CC2)cc1	-3.1	nt	-1.0	-14.3	-2.0	9.3	-2.5
Cc1ccc(S(=O)(=O)N(C)C)cc1NC(=O)CN1C(=O)NC2(CCc3ccccc32)C1=O (stereo not given)	2.3	2.3	0.5	-1.6	?	-1.4	-1.5
Cc1nonc1NC(=O)CSc1ccccn1	-1.6	1.9	1.9	nt	-7.8	-1.1	1.4
O=C(c1cccnc1)N1C[C@H]2[C@@H](c3ccccc31)[C@H](CO)N2C(=O)C1CC1	0.0	0.7	5.2	0.0[16.7 µM]	-8.0	-1.4	0.5
COC(=O)c1ccc(NC(=O)CSc2nnc(COc3ccc4c(c3)CCCC4)o2)cc1	3.9	3.1	-1.5	nt	nt	-1.7	2.3
CCCCCCCOC(=O)c1nc(Cl)c(Cl)c(N)c1Cl	0.5	0.1	-6.9	-2.5	0.7	3.9	-0.7
COc1ccccc1CN(C)C(=O)c1cccc(S(=O)(=O)N2CCCc3ccccc32)c1	5.7	-0.2	3.0	?	80.7*	-1.0	-3.3
C=CCN=C1NC(c2cccc(Cl)c2)C(C(=O)OC)=C(C)N1Cc1ccc(C(F)(F)F)cc1 (stereo not given)	2.0	nt	2.3	nt	?	6.9	1.6
O=CNn1cnc2c(oc3nc(-c4ccccc4)cc(-c4ccco4)c32)c1=O	-1.0	-5.4	-0.7	nt	nt	-7.3	1.1
CN1CCN(c2nc3ccccn3c(=O)c2C=C(C#N)C#N)CC1	-0.6	-7.7	0.9	nt	2.0	-1.4	1.0
O=C1CN(C(=O)CSc2nc3ccccc3c(=O)n2CC2CCCO2)c2ccccc2N1 (stereo not given)	-3.1	-5.6	-5.9	nt	-2.1	4.4	-1.3
C[C@@H]1CN([C@@H](C)CO)C(=O)Cc2cc(NC(=O)C3CCCCC3)ccc2O[C@H]1CN(C)S(C)(=O)=O	0.5	5.2	1.0	5.7[16.7 µM]	1.2	-0.5	3.0
COc1ccc(-c2nn(-c3ccccc3)cc2/C=N/O)cc1OC	-0.7	-1.7	?	nt	?	1.5	2.6
Cc1cc(N(CCO)CCO)ccc1N=Nc1cc(F)ccc1F	3.9	5.0	5.3	-9.4	-3.4	11.0	-4.3
COc1ccc(S(=O)(=O)Nc2ccc3c(c2)C(=O)N([C@@H](C)CO)C[C@H](C)[C@H](CN(C)Cc2ccc(C(=O)O)cc2)O3)cc1	0.7	-2.2	4.9	-1.0[16.7 µM]	-10.1	4.6	-0.2
CC(=O)NNC(=O)c1sc(=S)n2c1[nH]c(=O)c1sccc12	5.4	1.3	-0.4	nt	-4.3	22.0	1.0
CN(C[C@H](Cc1ccccc1)N(CCN(CCc1ccccc1)N=O)N=O)N=O	-1.4	2.1	6.5	nt	7.1	1.8	1.5
CC(C)Nc1nc(-c2ccccn2)nc(-c2ccccc2)c1C#N	1.0	-3.4	-1.6	5.2	1.0	1.6	2.1
COCC#Cc1ccc2c(c1)O[C@H](CN(C)Cc1cncnc1)[C@H](C)CN([C@H](C)CO)S2(=O)=O	-3.9	0.8	-2.0	25.4[16.7 µM]	-4.2	-2.1	1.7
Cc1ccc(C(=O)NC2CCN(CC(=O)NC3CCC(C)CC3)CC2)cc1 (stereo not given)	-6.7	0.5	-7.6	0.1	4.0	1.0	1.4

An excerpt from above in order of formula weight, rising.
SMILES	ERAP1 HTS inh	SIRT5 block	ERp5 block	miR-122 sensor	DENV2 CPE	CASP6 VEID inh	CFTR F508del cor
Cc1nonc1NC(=O)CSc1ccccn1	-1.6	1.9	1.9	nt	-7.8	-1.1	1.4
CN(C[C@H](Cc1ccccc1)N(CCN(CCc1ccccc1)N=O)N=O)N=O	-1.4	2.1	6.5	nt	7.1	1.8	1.5
COCC#Cc1ccc2c(c1)O[C@H](CN(C)Cc1cncnc1)[C@H](C)CN([C@H](C)CO)S2(=O)=O	-3.9	0.8	-2.0	25.4[16.7 µM]	-4.2	-2.1	1.7

The results go on:
SMILES	ERAP1 HTS inh	SIRT5 block	ERp5 block	miR-122 sensor	DENV2 CPE	CASP6 VEID inh	CFTR F508del cor
C[C@H](CO)N1C[C@H](C)[C@@H](CN(C)C(=O)c2ccc(N3CCN(C)CC3)cc2)OCc2cnnn2CCCC1=O	0.6&-2.1&-2.1	32.8*!	4.1&-2.3&3.8	6.4[16.7 µM]	?	-4.1&-0.6&-4.3	-1.2&-2.8&-1.0
O=C(Nc1oc2ccccc2c(=O)c1-c1ccc(Cl)cc1)c1ccco1	-6.3	6.7	10.6	16.0	5.6	3.7	1.0
COc1cccc(-c2cc3nc(NCCCN(C)C)n(C)c(=O)c3s2)c1	-2.8	nt	-0.2	-4.2	-8.2	-30.6	-2.6
CCCN(C)C[C@@H]1Oc2cc(C3=CCCCC3)ccc2S(=O)(=O)N([C@H](C)CO)C[C@@H]1C	-1.6	-1.1	0.3	-1.4[16.7 µM]	6.7	3.6	1.3
Cc1ccc(S(=O)(=O)N(C)C)cc1NC(=O)COC(=O)CCC1CCCCC1	-3.0	5.0	1.5	11.0	2.7	-0.3	-0.6
Cc1cc(C)n(CCC(=O)N/N=C/c2ccccc2O)n1	3.0	0.9	0.1	-12.2	?	-2.2	2.1
Cc1ccc(N(C(C)C(=O)N2CCN(Cc3ccccc3)CC2)S(C)(=O)=O)cc1 (stereo not given)	-0.3	9.6	0.1	nt	10.1	-2.1	-5.7
CCOC(=O)Cc1csc(NC(=O)CCN2C(=O)c3cccc([N+](=O)[O-])c3C2=O)n1	-1.5	-1.0	1.4	nt	-1.8	-0.3	-0.7
Cc1ccccc1CNC(=O)C(=O)NCC1CCCN1S(=O)(=O)c1ccccc1 (stereo not given)	5.5	8.4	2.1	nt	-5.0	-2.8	1.4
COc1ccc(N(C(C)=O)c2nc(C)cc(C)c2C#N)c(OC)c1	-4.1	-8.5	-5.5	nt	nt	-0.6	1.0
O=C1Nc2ccccc2-n2nnnc2C1N1CCCN(Cc2ccc(F)cc2)CC1 (stereo not given)	nt	5.4	-5.3	nt	8.0	-6.3	1.1
N#C[C@H]1[C@H](c2ccccc2-c2ccccc2)[C@H](CO)N1C(=O)NC1CCCC1	1.1	-1.9	2.1	nt	-8.8	nt	1.6
CCOC(=O)c1cc(-c2ccc(Cl)s2)[nH]n1	0.2	-0.5	2.7	nt	-4.3	-2.8	1.5
COc1ccc(C2(C)NC(=O)N(CC(=O)Nc3ccc4ccccc4c3)C2=O)cc1OC (stereo not given)	-2.5	-1.8	2.7	0.7	-0.5	-4.7	3.6
CO[C@H]1CN(C)C(=O)c2ccc(NC(C)=O)cc2OC[C@H](C)N(C(=O)C2CCOCC2)C[C@H]1C	0.3	-4.1	5.4	-10.6[16.7 µM]	1.3	nt	0.3
Cc1ccccc1NC(=O)CN1C(=O)S/C(=C\c2ccc(-c3cc(C(=O)O)ccc3C)o2)C1=O	-2.7	-3.0	-9.7	7.6	12.1	0.4	-1.9
C[C@@H]1CN([C@@H](C)CO)C(=O)c2cc(NC(=O)CCCN(C)C)ccc2O[C@H]1CN(C)Cc1ccc2c(c1)OCO2	2.7	8.5	6.7	nt	4.8	-3.8	0.7
CCOc1ccc(/C=C2\SC(=S)N(CCC(=O)Nc3cccc(C(=O)O)c3)C2=O)cc1	-0.8	1.3	-2.9	nt	31.9*	1.3	-1.6
O=C(COC(=O)CCC(=O)c1ccccc1)NNC(=O)c1ccc(Cl)cc1	3.2	-3.8	-3.5	-0.3	0.0	1.2	-3.2
c1cc[n+](CCCC[n+]2ccccc2)cc1	0.0	-2.0	0.1	2.7	-0.8	-28.9	1.4
C[C@@H]1CN([C@H](C)CO)C(=O)c2cccc(NC(=O)Nc3ccccc3)c2O[C@H]1CN(C)Cc1ccc2c(c1)OCO2	0.9	-0.7	1.7	14.3[16.7 µM]	-3.1	0.7	-0.1
COC(=O)c1cccc(NC(=O)CSc2nnc(C)o2)c1	-0.7	0.0	0.5	2.0	-1.0	-1.7	-0.5
COCc1cn([C@@H]2C[C@@H]3O[C@H](CO)CC[C@@H]3O[C@@H]2CCc2ccc(-c3ccc(OC)cc3)cc2)nn1	4.6	-4.1	-3.5	nt	-8.1	0.1	2.9
O=C(CSc1ccc(F)cc1)Nc1ccc(C2SCCS2)cc1	0.5	-1.6	0.1	8.2	1.8	1.0	-0.3
COc1ccc(S(=O)(=O)Nc2ccc(Nc3ccccc3)cc2)cc1	-2.6	0.3	-7.6	21.6	-4.5	-0.3	0.1
Cc1noc(C)c1S(=O)(=O)Nc1ccc2c(c1)C(=O)N([C@@H](C)CO)C[C@H](C)[C@H](CN(C)S(=O)(=O)c1ccccc1)OCCCC[C@@H](C)O2	0.7	6.1	0.4	21.2[16.7 µM]	-12.4	-1.0	-3.7
